# Compound activity (PubChem)
# NPYLR7 ag: activates Aedes aegypti NPYLR7 receptor; 0.15% of 270,000 active; HEK293T NPYLR7/Galpha15, GCaMP6s calcium fluorescence; AID 1259423; activation, % at 10 µM; in the data active = activation above about 40%;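 note: 0% = vehicle and 100% = reference agonist at the receptor; some compounds past the cut are filed as inactive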
# hcGAS inh: inhibitors of human cGAS. inhibition, % at 12.5 µM. Q8N884. 0.081% of 290,000 active. recombinant h-cGAS, ATP depletion, Kinase-Glo luminescence;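 note: 0% = vehicle reaction and 100% = reaction without DNA for no activity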
# Target sequence (Q8N884 whole entry, looked up): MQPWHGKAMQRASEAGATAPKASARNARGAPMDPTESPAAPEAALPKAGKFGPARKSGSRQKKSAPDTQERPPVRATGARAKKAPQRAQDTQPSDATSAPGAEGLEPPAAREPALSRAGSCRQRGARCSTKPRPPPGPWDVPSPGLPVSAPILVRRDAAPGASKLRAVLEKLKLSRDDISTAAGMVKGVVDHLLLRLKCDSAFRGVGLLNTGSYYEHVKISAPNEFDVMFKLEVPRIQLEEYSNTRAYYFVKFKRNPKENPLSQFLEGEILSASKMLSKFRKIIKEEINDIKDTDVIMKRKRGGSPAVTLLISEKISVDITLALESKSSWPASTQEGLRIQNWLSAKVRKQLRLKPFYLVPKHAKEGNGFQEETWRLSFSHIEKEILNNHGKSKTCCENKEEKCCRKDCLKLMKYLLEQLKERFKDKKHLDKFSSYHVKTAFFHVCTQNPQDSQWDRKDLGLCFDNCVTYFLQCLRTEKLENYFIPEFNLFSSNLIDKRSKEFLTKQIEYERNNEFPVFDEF
# mcGAS inh: inhibitors of mouse cGAS; AID 1259399; recombinant cGAS, Kinase-Glo ATP depletion luminescence; inhibition, % at 12.5 µM; 0.15% of 160,000 active; Q8C6L5;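 note: 0% = negative control wells and 100% = reference inhibitor with no enzyme activity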
# Starred values were filed as active, the others as inactive; x = not tested or not shown; & = joins results of further samples. Cut-off read from the data, not from the text of the source, unless noted: active = inhibition above about 40%; inactive = the rest.
SMILES,NPYLR7 ag,hcGAS inh,mcGAS inh
CC1(C(=O)NS(=O)(=O)c2cccc(F)c2)CCN1C(=O)Cc1ccc(-c2ccccc2)cc1 (stereo not given),1,-4,x
CSCCCCNC(=O)N1CC(C)C1c1ccccc1 (stereo not given),3,-6,x
COc1cccc(Cn2c(=O)c(C(=O)N3CCCC3)nn(-c3cccc(Cl)c3)c2=O)c1,x,1,-3
Cc1cccc(-n2c(-c3ccc(Cl)cc3)cc(C(=O)Nc3ccc(C)c(C)c3)c2C)c1,21,-3,-4
O=C(O)P(=O)(O)O,-14&-6&0,-4&2&-9,-12
CCc1cc2c(SCC(=O)c3cc(C)n(-c4nccs4)c3C)ncnc2s1,4,-11,x
CN(C)Cc1cc(CNc2nccnc2C#N)ccc1F,7,-6,x
CCN(CC)S(=O)(=O)c1ccc(NC(=O)C=Cc2ccco2)cc1,-3,-2,-5
O=C(CC1C(=O)NCCN1Cc1cccc(C(F)(F)F)c1)NCCc1ccccc1 (stereo not given),8,-7,-10
COc1ccc2c(c1)CC(NCC1(Cn3cccn3)CC1)CC2 (stereo not given),13,1,x

# The last 5 records of the section before are carried over, then new ones follow.
SMILES,NPYLR7 ag,hcGAS inh,mcGAS inh
CCc1cc2c(SCC(=O)c3cc(C)n(-c4nccs4)c3C)ncnc2s1,4,-11,x
CN(C)Cc1cc(CNc2nccnc2C#N)ccc1F,7,-6,x
CCN(CC)S(=O)(=O)c1ccc(NC(=O)C=Cc2ccco2)cc1,-3,-2,-5
O=C(CC1C(=O)NCCN1Cc1cccc(C(F)(F)F)c1)NCCc1ccccc1 (stereo not given),8,-7,-10
COc1ccc2c(c1)CC(NCC1(Cn3cccn3)CC1)CC2 (stereo not given),13,1,x
COCCN(C)C(=O)c1cccc(-n2cc(NC(=O)Cc3cccc(C)c3)cn2)c1,18,-8,-13
COCc1cc(=O)[nH]c(Sc2c(-c3ccccc3)c3ccc(Cl)cc3[nH]c2=O)n1,-17,1,x
CCCCn1nc(C(=O)N2CCc3[nH]c4ccccc4c3C2)ccc1=O,5,-2,x
CCc1ccc(CN2CCC(=O)N(Cc3ccccc3)C(CC)C2)nc1 (stereo not given),2,-3,-8
CC(=O)N1N=C(c2ccc(C(C)(C)C)cc2)OC1C(=O)O (stereo not given),9,-13,x
O=C(Nc1cccc(Cl)c1)N1CCCC(OCc2cccc(C(F)(F)F)c2)C1 (stereo not given),-7,-1,-4
Cn1cc(CNCCN2CCNC2=O)c(-c2ccc(C3CCCCC3)cc2)n1,0,-2,x
Cc1cccnc1C(C)NC(=O)CSCc1ccccc1Cl (stereo not given),-2,-2,x
CCCCn1cnc2c(nnn2C)c1=O,-1,-5,x
CN(Cc1ccccc1C(F)(F)F)CC(O)CO (stereo not given),5,-7,x
O=C(NCc1ccccc1)c1cc(C2CCCCN2S(=O)(=O)Cc2ccccc2)on1 (stereo not given),3,-6,-6
CCN1C(=O)C2(SCCN2C(=O)c2ccccc2C)c2cc(Cl)ccc21 (stereo not given),-6,2,-1
COc1cc(CN2CCCC(N3CCOCC3)C2)ccc1OCc1ccccc1 (stereo not given),-1,-8,-10
O=C1N(c2ccc3c(c2)OCO3)C(c2ccco2)C1(F)F (stereo not given),3,-6,x
O=C1OC23CCC(CC2)N(CCO)C3CN1Cc1ccccc1 (stereo not given),2,-2,-9
NC(=O)C1CCCN1S(=O)(=O)c1ccc(O)c(C(=O)O)c1 (stereo not given),17,-6,-17
Cn1ncc(C#N)c1NC(=O)c1ccc(OC(F)F)cc1,3,-4,x
COC(=O)CC(=O)N1CCc2c([nH]c3ccc(OC)cc23)C1c1ccc(-c2ccccc2C(F)(F)F)o1 (stereo not given),4,-4,-5
O=S(=O)(c1cccc(-c2nnc(SCC3CCCCC3)n2C2CCCC2)c1)N1CCOCC1,-1,-10,x
Cc1ccc(OC(=O)c2ccc(C)c([N+](=O)[O-])c2)cn1,-1,1,4
CN(C(=O)c1cccc(OC2CCN(S(=O)(=O)N(C)C)CC2)c1)C1CCOC1 (stereo not given),-6,-3,-5
C=CCN=C(NC(=O)c1ccc(Cl)c(Cl)c1)OCC,-18,1,1
c1ccc(Cn2cccn2)c(CN2CCC3(CCNCC3)CC2)c1,-6,-7,x
Cc1ccccc1CO[C@]1(C(=O)NCC2CC2)CC(OCc2cccc(F)c2F)[C@@H]2OC(C)(C)O[C@@H]2C1 (stereo not given in full),2,1,-5
CC(C)(C)CC(=O)N1CCN(c2ncnc3c2nnn3-c2ccccc2)CC1,-15,-5,-7
O=C(Nc1cccc(C2SCC(=O)N2c2ccc(C(F)(F)F)cc2)c1)c1ccccc1Br (stereo not given),-1,-2,-4
CCCNC(=O)C1(C)CCCN(Cc2c(C)nn(-c3ccccc3)c2C)C1 (stereo not given),3,-10,x
CC(=Cc1ccccc1)/C=N\NC(=O)c1cc(C(C)C)[nH]n1,1,-7,-8
O=C(Nc1ccc(OC(F)(F)F)cc1)Nc1nc([C@@H]2O[C@H](CO)[C@@H](O)[C@H]2O)cs1,17,-4,-4
COCCn1c(C)c(C)n2c3c(=O)n(CCc4ccccc4)c(=O)n(C)c3nc12,12,-8,x
CCc1ccc(-n2c(C(C)N(CCc3ccccc3)C(=O)Nc3c(C(C)C)cccc3C(C)C)nc3ccccc3c2=O)cc1 (stereo not given),-3,0,-4
O=Cc1cccc(-c2nccnc2N2CCN(c3ccncc3)CC2)c1,0,-6,-1
CCCOc1ccc(N2C(=O)CC(SC(N)=N/N=C(C)\C=C\c3ccc(N(C)C)cc3)C2=O)cc1 (stereo not given),4,-7,-7
CN(C)c1ccc(C2C3C(=O)NC(=O)C3ON2c2ccc(Cl)cc2)cc1 (stereo not given),13,-8,-5
Cc1cc(Oc2cccc(Cl)c2)nc(SCc2ccccc2C#N)n1,-13,-1,1
CC(C)(C)CC(=O)N(Cc1ccc(F)cc1F)CC1CC(c2ccc(Cl)o2)=NO1 (stereo not given),11,4,-2
CCC(=O)N1CC(C(=O)N2CCCCC2)C(c2cc(OC)c(OC)c(OC)c2)C1 (stereo not given),24,-6,x
CCOCC(O)CN(Cc1c(-c2ccccc2)noc1N1CCN(C)CC1)CC1CC1 (stereo not given),9,-4,-6
COc1ccc(C(N)c2csc(Nc3cc(Oc4ccccc4)ncn3)n2)cc1 (stereo not given),-5,-6,-7
COc1cccc(CC2(CO)CCN(C(=O)C3(C)CCCCO3)CC2)c1 (stereo not given),0,-5,-19

# Entries shown so far containing a COOH group (two):
SMILES,NPYLR7 ag,hcGAS inh,mcGAS inh
CC(=O)N1N=C(c2ccc(C(C)(C)C)cc2)OC1C(=O)O (stereo not given),9,-13,x
NC(=O)C1CCCN1S(=O)(=O)c1ccc(O)c(C(=O)O)c1 (stereo not given),17,-6,-17

# Other compounds.
SMILES,NPYLR7 ag,hcGAS inh,mcGAS inh
CN(C)c1nc2c(c(N(C)C)n1)CCN(C(=O)c1ncccc1O)C2,8,-5,x
O=C(c1ccccc1F)N(CC(=O)N1CCc2sccc2C1COc1cccc(F)c1)CC1CCCO1 (stereo not given),-4,-4,-7
Cc1cc(-n2nc(C)cc2C)n2ncc(-c3ccccc3)c2n1,0,-5,-8
CNS(=O)(=O)CC1CCCN1Cc1occc1C(=O)OC (stereo not given),4,-7,x
CC(=O)[C@@H]1C[C@H](CC(=O)N2CCC(C(O)(c3ccccc3)c3ccccc3)CC2)C1(C)C,5,-1,-2
Cc1nc(C)c(-c2csc(Nc3ncccn3)n2)s1,-5,2,x
CCc1cccc(NC(=O)N(CCOC)CC(=O)N(CCc2c[nH]c3ccccc23)Cc2ccccc2OC)c1,-8,5,1
CCOc1ccc2nc(NC(=O)CCC(=O)O)sc2c1,-12,0,0
CC(C)n1c(N)nnc1SCc1ccn(-c2cccc(F)c2)n1,-6,5,x
C=CCN(CC=C)Cc1ccc(OCC(O)CN2CCC(C(=O)OC)CC2)cc1 (stereo not given),3,3,x
COc1cccc(CCC(=O)N2CCN(S(=O)(=O)N3CCCC3)CC2)c1,6,-10,x
Cc1c(CN(C)Cc2cccc(C(C)(C)C)c2O)cnn1C,11,-1,x
Cn1ccnc1SCc1ccc(Cl)cc1Cl,-4,-1,-4
CC1CCCN(C(C)C(=O)Nc2ccc(N3CCOCC3)cc2)C1 (stereo not given),5,-4,x
O=C(Nn1cnnc1)c1sc2cccc(F)c2c1Cl,-1,-18,-4
CCCc1ncc(-c2ccc(OCC)c(OCC)c2)[nH]1,2,0,x
CC1CCCC(NC(=O)c2ccccc2OC(F)F)C1C (stereo not given),3&3,-12&0,x
CCCCCN(C(=O)Nc1cc(F)ccc1F)C(C)C,-2,-9,x
O=C(OCC(=O)c1ccc[nH]1)C1=COCCO1,-4,8,x
Cc1cc(CN(c2ccccc2Br)S(C)(=O)=O)no1,-3,-7,x
CN(CC1CCN(c2ccccc2)C1)C(=O)c1cc2ncccn2n1 (stereo not given),2,-3,x
CCc1cccc2c(C(CC(=O)NC(C)C)c3ccc(OC)cc3)c[nH]c12 (stereo not given),3,-6,-8
O=C1CC(Cc2ccccc2)c2c(n[nH]c2C2CCC2)N1 (stereo not given),x,-4,-7
O=C1N=c2ccccc2=C1c1sc(=S)n(CCc2ccccc2)c1O,-7,-2,-2
COc1ccc(C(=O)COC(=O)c2cccc(F)c2)cc1,-1,-5,-6
CCN1CCN(Cc2cc(C(=O)N3CCN(C4CCCC4)CC3)no2)CC1,-7,-3,x
O=C(O)C1C2C=CC(C2)C1C(=O)NCC1CCCO1 (stereo not given),-3,-5,x
Cc1cc(NC(=O)c2csc([C@@H]3C[C@H](O)[C@@H](CO)O3)n2)no1,4,-10,-7
CC(=O)N(CN1C(=O)c2ccccc2C1=O)c1ccc(I)cc1,4,-4,x
Clc1cnccc1CN1CCC(c2cc(Cc3ccccc3)[nH]n2)CC1,1,-5,x

# Single records, as listed above. Screens in order: NPYLR7 ag | hcGAS inh | mcGAS inh
# Listed for CCN1CCN(Cc2cc(C(=O)N3CCN(C4CCCC4)CC3)no2)CC1 → -7 | -3 | x
# Listed for CCc1cccc2c(C(CC(=O)NC(C)C)c3ccc(OC)cc3)c[nH]c12 (stereo not given) → 3 | -6 | -8

# The listing continues.
SMILES,NPYLR7 ag,hcGAS inh,mcGAS inh
O=S(=O)(Cc1ccccc1)N1CCN(Cn2nnc(-c3ccccc3)n2)CC1,4,-1,x
O=C(Nc1ccc(CC(=O)N2CCC(O)CC2)cc1)Nc1c(F)cccc1F,-7,-1,x
CC(C)S(=O)(=O)Oc1ccc(CN(CC2CCCO2)C(=O)c2ccco2)cc1 (stereo not given),-1,-6,-6
CCOC(=O)C1(C/C=C/c2ccccc2)CCCN(Cc2nccn2CC)C1 (stereo not given),5,0,x
CCN(CC)C(=O)C12CC3CC(CC(Br)(C3)C1)C2,7,-20,x
CC(=O)Nc1ccc(C(=O)N2CC(=O)N3CCc4ccc(F)cc4C3C2)cc1 (stereo not given),13,2,-2
Cc1ccsc1CN1CCCC(OCc2cccnc2)C1 (stereo not given),8,-6,x
C=CCc1c(C)nc(-c2ccccc2)nc1Nc1ccc([N+](=O)[O-])cc1,-9,-2,x
CN(C)S(=O)(=O)c1ccc(NC(=O)C=Cc2ccco2)cc1,-6,-4,x
CC(C)CCC(C)NC(=O)c1cc(O)cs1 (stereo not given),-4,-11,x

# The closing three records of the section above open the next one:
SMILES,NPYLR7 ag,hcGAS inh,mcGAS inh
C=CCc1c(C)nc(-c2ccccc2)nc1Nc1ccc([N+](=O)[O-])cc1,-9,-2,x
CN(C)S(=O)(=O)c1ccc(NC(=O)C=Cc2ccco2)cc1,-6,-4,x
CC(C)CCC(C)NC(=O)c1cc(O)cs1 (stereo not given),-4,-11,x
CC1CCCC(NC(=O)Cn2cnc3c(oc4ccccc43)c2=O)C1C (stereo not given),5,-6,x
c1cnc(-c2cc(NCc3cccnc3)nc3[nH]ccc23)nc1,10,-10,-11
Cc1cc(CNCC2CCCCO2)ccc1N (stereo not given),1,-5,-8
COc1ccc(CC(NC(=O)CC2C=CS(=O)(=O)C2)c2ccc(OC)cc2)cc1 (stereo not given),-4,-4,x
N#CC1CC(c2ccc(O)cc2)=NO1 (stereo not given),-1,2,x
CCc1ccc(-c2cc3c(SCC(=O)Nc4ccc(C(=O)OC)cc4)nccn3n2)cc1,-1,-5,-8
Cc1cc(C)cc(CSc2nnc(NC(=O)COCc3ccccc3)s2)c1,-4,-10,-7
